Screening results (PubChem BioAssay)
TRPC4 potent – allosteric potentiators of mouse TRPC4 channel | Q9QUQ5 | HEK293 TRPC4beta/mu-opioid, DAMGO EC20, Fluo-4 Ca2+ flux; hits give high values | B-score at 10 µM | 0.42% of 310,000 active | AID 2227;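 active means B-score of calcium response area above 5 SD of library B-scores, with initial fluorescence ratio within 5 SD of library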;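 further: B-score of integrated fluorescence ratio over time as area under calcium response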
MrgX1 antagonist – antagonists of human MrgX1 receptor; Q96LB2; MRGX1-HEK293 calcium flux, Fluo-4, BAM8-22 antagonism; hits give low values; B-score at 10 µM; 1.3% of 310,000 active;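 active means calcium-response B-score plate-corrected more than 3 library SD below zero, starting fluorescence within 5 deviations, no agonist response on first addition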;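 further: peak minus trough fluorescence over baseline after final BAM8-22 challenge near maximal dose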
Target sequence (Q96LB2 whole entry, looked up): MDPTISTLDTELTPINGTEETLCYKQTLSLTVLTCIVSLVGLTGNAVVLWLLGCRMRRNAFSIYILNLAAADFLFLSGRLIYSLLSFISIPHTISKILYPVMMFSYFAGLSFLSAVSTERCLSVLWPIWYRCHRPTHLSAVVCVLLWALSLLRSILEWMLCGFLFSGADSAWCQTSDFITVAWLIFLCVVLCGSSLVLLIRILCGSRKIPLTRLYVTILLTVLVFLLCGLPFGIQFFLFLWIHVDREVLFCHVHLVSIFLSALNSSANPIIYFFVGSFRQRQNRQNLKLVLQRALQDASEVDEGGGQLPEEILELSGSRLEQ
TRPC6 inhibitor – blocks the mouse TRPC6 cation channel; Q61143; HEK293-TRPC6, membrane potential dye, ACh-evoked depolarization; hits give low values; B-score at 10 µM; 1.1% of 310,000 active; AID 2553;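 active means B-score under library mean minus 3 SD, initial fluorescence not abnormally high, positive integrated signal ratio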;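 further: B-score derived from integrated fluorescence ratio over the kinetic read; more negative B-score means stronger inhibition of depolarization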
RGS4 inh – inhibitors of human RGS4; P49798; HEK293 M3R/RGS4 inducible, Fluo-4 calcium flux; hits give high values; triggered by carbachol at its EC20; B-score at 10 µM; 0.45% of 310,000 active; AID 463165;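 active means B-score, a plate-corrected calcium signal, over three deviations above library mean, with baseline fluorescence within five deviations of library mean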;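 further: RGS4 expression induced by doxycycline in cells with stable M3 receptor; B-score is computed from the integrated fluorescence ratio over baseline after carbachol; higher B-score means a larger calcium signal and so more RGS4 inhibition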
Target sequence (P49798 whole entry, looked up): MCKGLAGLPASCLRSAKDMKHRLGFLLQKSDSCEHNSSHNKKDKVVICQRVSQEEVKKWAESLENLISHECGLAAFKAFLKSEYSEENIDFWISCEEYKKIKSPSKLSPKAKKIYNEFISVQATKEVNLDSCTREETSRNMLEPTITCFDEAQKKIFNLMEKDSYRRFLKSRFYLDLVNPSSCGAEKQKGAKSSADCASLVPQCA
TMEM16A inh – inhibitors of mouse TMEM16A calcium-activated chloride channel; Q8BHY3; HEK293 TMEM16A/YFP iodide influx fluorescence, ionomycin; normalized B-score (activity score, 25-100; higher = stronger inhibition) at 10 µM; 1.2% of 310,000 active;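 active means ratio plate-corrected score three or more library SD toward inhibition, starting fluorescence score within five deviations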;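 further: score derived from kinetic fluorescence span divided by baseline fluorescence per well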
TRPC6 act – activates the mouse TRPC6 cation channel; Q61143; HEK293-TRPC6 membrane potential dye fluorescence; hits give high values; B-score at 10 µM; 0.13% of 310,000 active;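 active means B-score of the integrated fluorescence ratio above library mean plus 3 SD, and starting fluorescence ratio within library mean plus 5 SD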;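 further: higher score means more depolarization so channel activation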
TRPC4 inh – blocks the mouse TRPC4 cation channel; Q9QUQ5; HEK293 TRPC4beta/mu-opioid, DAMGO-evoked Fluo4 calcium flux; hits give low values; B-score at 10 µM; 0.39% of 300,000 active; AID 2247;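 active means B-score over 3 SD under the library average, no early fluorescence shift, positive overall ratio signal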
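Assay system: HEK293 cells with stable TRPC4beta plus mu-opioid receptor expression. Dosing: single dose. Measured by: Fluo4 Ca2+ flux fluorescence. Also added: DAMGO in two steps, submaximal then maximal. Read-out: B score from integrated Fluo4 fluorescence ratio.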
MrgX1 PAM – human MrgX1 positive allosteric modulation, primary screen | Q96LB2 | MrgX1-HEK293, Fluo-4 calcium flux, FDSS; hits give high values | AID 588675 | 0.63% of 310,000 active | B-score at 10 µM;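 active means plate-corrected calcium response at least 3 library SD above typical, normal starting fluorescence, not activating the receptor alone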;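 further: compound read alongside a low EC10 to EC30 dose of BAM8-22 agonist; peak minus trough fluorescence over baseline measured at the second addition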
ANO1 activ – mouse TMEM16A channel activation, primary screen; Q8BHY3; HEK293 TMEM16A/YFP-H148Q/I152L, iodide quench fluorescence; hits give low values; B-score at 10 µM; 0.3% of 340,000 active;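 active means fluorescence-ratio B-score plate-corrected deviation score at least 3 library SD below zero, with starting fluorescence score within 5 deviations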;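 further: channel opened by trigger with iodide after compound preincubation; score built on the fluorescence ratio of max minus min over baseline; more negative score means more quench and so TMEM16A activation or potentiation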
TRPC4 act – TRPC4 (mouse) channel activation | 0.49% of 310,000 active | B-score at 10 µM | Q9QUQ5 | HEK293 TRPC4beta/mu-opioid, Fluo4 calcium fluorescence; hits give high values;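 active means B-score above 5 SD of library B-scores, and initial fluorescence ratio not above library mean plus 5 SD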;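 further: positive B-score marks a calcium rise read as TRPC4 activation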
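Assay system: HEK293 stable line with TRPC4beta plus mu-opioid receptor; schedule: 45 min room-temperature Fluo4 loading, 110 s read; technique: kinetic Fluo4 calcium fluorescence; evaluation: integrated baseline-normalised fluorescence ratio, converted to per-well B score; controls: buffer (low) and maximal DAMGO (high)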
MrgX1 ag – activates human MrgX1 receptor signaling; Q96LB2; MrgX1-HEK293 cells, Fluo-4 calcium fluorescence, agonist mode; hits give high values; B-score at 10 µM; 0.44% of 310,000 active; AID 588627;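 active means calcium response B-score plate-corrected fluorescence ratio at least 3 library SD, with starting fluorescence B-score inside 5 SD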
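Material: MrgX1-expressing HEK293 cells; input: 15,000 cells per well; doses: test compound given as first of three sequential additions; schedule: overnight plating before 1 h dye loading; technique: Fluo-4 NW calcium-flux fluorescence, kinetic read; evaluation: baseline-normalised fluorescence change ratio, B-scored; control set: plate-wise positive and negative controls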
The depositor's hits bear a star; i = inactive; . = no result given.

Results follow in this order: TRPC4 potent	MrgX1 antagonist	TRPC6 inhibitor	RGS4 inh	TMEM16A inh	TRPC6 act	TRPC4 inh	MrgX1 PAM	ANO1 activ	TRPC4 act	MrgX1 ag
COc1ccc(CCNC(=O)C2CCN(C(=O)c3ccc(C(C)(C)C)cc3)CC2)cc1
 : 17*	i	i	i	i	i	i	i	i	i	i
Cc1ccccc1Sc1ncccc1[N+](=O)[O-]
 : i	i	i	i	i	i	i	i	i	i	i
CCOC(=O)c1c(NC(=O)/C=C/C(=O)O)sc(C)c1-c1ccc(F)cc1
 : i	i	i	i	i	i	i	i	i	i	i
O=C(Nc1nccs1)Oc1ccccc1
 : i	i	i	i	i	i	i	i	i	i	i
COc1ccc(CNC(=O)c2ccc(N3CCC4(CC3)CC(c3ccc(Cl)cc3)=NO4)c(N)c2)cc1
 : i	i	i	i	i	i	i	i	.	i	i
CN1CCN(c2cc(C(F)(F)F)nc3ccc(F)cc23)CC1
 : i	i	i	i	i	i	i	i	i	i	i
O=C(Nc1cccc(S(=O)(=O)N2CCCC2)c1)c1ccncc1
 : i	i	i	i	i	i	i	i	i	i	i
c1ccc(CCN2CN(CCCN3CCOCC3)c3nc4ccccc4n3C2)cc1
 : i	i	i	i	i	i	i	i	i	i	i
CCCn1c(=S)[nH]c2ccc(C(F)(F)F)cc21
 : i	i	i	i	i	i	i	i	i	i	i
CCCn1c(=O)[nH]c(=O)c2c1nc(-c1ccc(C(F)(F)F)cc1)n2CCOC
 : i	i	i	i	i	i	i	i	i	i	i
O=C(NCCN1CCOCC1)C1CCN(S(=O)(=O)N2CCCCC2)CC1
 : i	i	i	i	i	i	i	i	i	i	i
CCCn1c(SCC(=O)c2ccc(CC)cc2)n[nH]c1=O
 : i	i	i	i	i	i	i	i	i	i	i
O=C(NNc1nc2c(F)cccc2s1)C1COc2ccccc2O1 (stereo not given)
 : i	i	i	i	i	i	.	i	i	i	i
CCN(Cc1ccccc1)Cc1c(F)cccc1F
 : i	i	i	i	i	i	i	i	i	i	i
Cn1c(C(=O)O)cnc1Sc1ncc(C(F)(F)F)cc1Cl
 : i	i	i	i	i	i	i	i	i	i	i
CC(C)c1ccccc1NC(=O)C1CC(=O)N(C2CCCC2)C1 (stereo not given)
 : i	-5.1*	i	i	i	i	i	i	i	i	i
Oc1oc(-c2ccc(Br)cc2)nc1C=Nc1ccc(Br)cn1
 : i	i	i	i	i	i	i	i	i	i	i
O=C1C(=O)N(CCN2CCOCC2)C(c2ccccn2)/C1=C(/O)c1ccc(Cl)cc1 (stereo not given)
 : i	i	i	i	i	i	i	i	i	i	i
CCCCNC(=O)/C(=C/c1ccco1)NC(=O)c1ccco1
 : i	i	i	i	i	i	i	i	i	i	i
COC(=O)COc1c(Cl)cc(C(c2c(C)[nH][nH]c2=O)c2c(C)[nH][nH]c2=O)cc1OC
 : i	i	i	i	i	i	i	i	i	i	i
CCC(=NCCc1c(C)[nH]c2ccc(OC(F)(F)F)cc12)C1=C(O)CC(c2ccccc2)CC1=O (stereo not given)
 : i	i	i	i	i	i	i	i	i	i	i
COc1ccc(NC(=O)c2ccco2)c(NC(=O)Cc2cccs2)c1
 : i	i	i	i	i	i	i	i	i	i	i
O=C1NC(Cc2c[nH]c3ccccc23)C(=O)N1Cc1ccccc1 (stereo not given)
 : i	i	i	i	i	i	i	i	i	i	i
CC(C)=CCCC(C)CN1CCC(n2nccc2NC(=O)c2ccc3c(c2)OCO3)CC1 (stereo not given)
 : i	i	-7.3*	i	i	i	i	i	i	i	i
O=C(Nc1ccc(CSc2ccccc2)cc1)c1ccccc1
 : i	i	i	i	i	i	i	i	i	i	i
COc1ccc(NC2CCCN(C(=O)CN3CCOC3=O)C2)cc1 (stereo not given)
 : i	i	i	i	i	i	i	i	i	i	i
COc1ccc(NC(=O)NNC(=O)c2ccccc2-n2cccc2)cc1OC
 : i	i	i	i	i	i	i	i	i	i	i
O=S(=O)(c1ccc2c(c1)C(=NO)c1cc(S(=O)(=O)N3CCCCC3)ccc1-2)N1CCCCC1
 : i	i	i	i	i	i	i	i	i	i	i
CNc1oc(-c2ccc(Cl)cc2)nc1P(=O)(c1ccccc1)c1ccccc1
 : i	i	i	i	i	i	i	i	i	i	i
CCOc1ccccc1/C=C(/NC(=O)c1ccccc1)C(=O)NC(C)c1ccccc1 (stereo not given)
 : i	i	i	i	i	i	i	i	i	i	i
CN(c1ccccc1C(=O)Nc1ccc2ccccc2c1)S(C)(=O)=O
 : i	i	i	i	i	i	i	i	i	i	i
Cc1ccc(C(=O)O/N=C(\N)Cc2cccs2)cc1[N+](=O)[O-]
 : i	i	i	i	i	i	i	i	i	i	i
CC(=O)N(C)c1ccc(NC(=S)Nc2ccc(C(C)C)cc2)cc1
 : i	i	i	i	i	i	i	i	i	i	i
Cc1ccc(S(=O)(=O)N/N=C/c2ccccc2O)cc1[N+](=O)[O-]
 : i	i	i	i	i	i	i	i	i	i	i
Cc1cccc(NC(=O)c2ccc(N3CCOCC3)c([N+](=O)[O-])c2)n1
 : i	i	i	i	i	i	i	i	i	i	i
CCCc1nc2nc(C)c(NS(=O)(=O)c3ccc(C(C)(C)C)cc3)c(=O)n2[nH]1
 : i	i	i	i	i	i	i	i	i	i	i
Cc1ccc2cccc(OCC(=O)NCc3ccco3)c2n1
 : i	i	i	i	i	i	i	i	i	i	i
c1cncc(Nc2nc(-c3cccs3)cs2)c1
 : i	i	i	i	i	i	i	i	i	i	i
O=C(Nc1cc(S(=O)(=O)N2CCOCC2)ccc1N1CCOCC1)c1cc2c(s1)CCC2
 : i	i	i	i	i	i	i	i	i	i	i
CCOC(=O)c1c(CSc2ccccc2)n(C)c2cc(Br)c(OC)c(O)c12
 : i	i	i	i	i	i	i	i	i	i	i
CC(=O)c1cccc(NC(=O)NC2CC(=O)N(c3ccc4c(c3)OCCO4)C2)c1 (stereo not given)
 : i	i	i	i	i	i	i	i	i	i	i
O=C(NC(=S)Nc1cccc(NC(=O)c2ccccc2Cl)c1)c1cccs1
 : i	i	i	i	i	i	i	i	i	i	i
O=C(/C=C/c1ccnc2ccccc12)c1cccs1
 : i	i	i	14*	i	i	i	i	i	i	i
C=CCn1nc(-c2ccccc2)c(N2CCCCC2)cc1=O
 : i	i	i	i	i	i	i	i	i	i	i
Cn1c2c(c(=O)n(C)c1=O)C(C(F)(F)F)(C(F)(F)F)N=C(c1ccc(Cl)cc1)N2
 : i	i	-7.9*	i	100*	i	i	i	i	i	i
O=C(O)CCOc1ccc2c(c1)OCCO2
 : i	i	i	i	i	i	i	i	i	i	i
O=C(CCNC(=O)c1ccccc1Cl)NCCC1=CCCCC1
 : i	i	i	i	i	i	i	i	i	i	i
COc1ccc2c(c1)OC13CCN(C)CC1C2C(C(=O)c1ccc(F)cc1)C(=O)N3 (stereo not given)
 : i	i	i	i	i	i	i	i	i	i	i
CCc1nnc(NC(=O)C(NS(=O)(=O)c2ccc3c(c2)OCCO3)C(C)C)s1 (stereo not given)
 : i	i	i	i	i	i	i	i	i	i	i
COc1ccc(CC(=O)OC2CCCN(C)C2)cc1 (stereo not given)
 : i	i	i	i	i	i	i	i	i	i	i
Cc1cnc([N+](=O)[O-])n1CCOC(=O)NC(=O)c1c(F)cccc1F
 : i	i	i	i	i	i	i	i	i	i	i
Cc1ccc(NC2CCCN(C(=O)c3cccc(-c4ncc[nH]4)c3)C2)cc1C (stereo not given)
 : i	i	i	i	i	i	i	i	i	i	i
Oc1c(Br)cc(/C=N/NC(=S)NCC2CCCO2)cc1Br (stereo not given)
 : i	i	i	i	i	i	i	6.6*	i	i	i
CS(=O)(=O)c1ccc2nc(NC(=O)c3ccc(Cl)nc3)sc2c1
 : i	i	i	i	i	i	i	i	i	i	i
COc1ccc([N+](=O)[O-])cc1NC(=O)COC(=O)c1ccc(O)cc1
 : i	i	i	i	i	i	i	i	i	i	i
Cc1ccccc1CN1[C@@H]2c3ccccc3C[C@@H]2OCCS1(=O)=O
 : i	i	i	i	i	i	i	i	i	i	i
CCN1CCCC1CNCC(=O)Nc1ccc(OC(F)(F)F)cc1 (stereo not given)
 : i	i	i	i	i	i	i	i	i	i	i
CCO[C@@H]1OC(C(=O)N2CCN(Cc3ccccc3)CC2)=C[C@H](C2CC2)[C@H]1CCCO
 : i	i	i	i	i	i	i	i	i	i	i
Cc1c(Cl)cccc1NC(=S)NC(=O)c1cncc(Br)c1
 : i	i	i	i	i	i	i	i	i	i	i
COc1ccc(S(=O)(=O)N2CC3C4C=CC(C4)C3C2)cc1 (stereo not given)
 : i	i	i	i	i	i	i	i	i	i	i

New compounds follow
Results follow in this order: TRPC4 potent	MrgX1 antagonist	TRPC6 inhibitor	RGS4 inh	TMEM16A inh	TRPC6 act	TRPC4 inh	MrgX1 PAM	ANO1 activ	TRPC4 act	MrgX1 ag
OC1COC(OCC2OC(OCc3ccccc3)C(O)C(O)C2O)C(O)C1O (stereo not given)
 : i	i	i	i	i	i	i	i	i	i	i
Cc1c(OC(C)C(=O)NCc2ccccn2)ccc2c3c(c(=O)oc12)CCC3 (stereo not given)
 : i	i	i	i	i	i	i	i	i	i	i
O=C(CS(=O)(=O)Cc1ccccc1)NCCc1ccc(F)cc1
 : i	i	i	i	i	i	i	i	i	i	i
COc1ccc(Cc2nnc(SCC(=O)NC3(C#N)CCCCC3)n2N)cc1
 : i	i	i	i	i	i	i	i	i	i	i
C/C(=C\C=C(C#N)C#N)c1cc(C#N)c(N)o1
 : i	.	i	i	.	i	i	.	i	i	.
COc1ccc(N2C(=O)CC(S/C(N)=N/N=C(\C)c3cccs3)C2=O)cc1 (stereo not given)
 : i	i	i	i	i	i	i	i	i	i	i
Cc1ccc(N2CC(=O)N(c3ccc(C)cc3)CC2=O)cc1
 : i	i	i	i	i	i	i	i	i	i	i
CCCCNC(=O)c1nn(-c2ccccc2OC)c(=O)c2ccccc12
 : i	i	i	i	i	i	i	i	i	i	i
CCC(CC)C(=O)Nc1ccc(S(=O)(=O)Nc2nccs2)cc1
 : i	i	i	i	i	i	i	i	i	i	i
